PREPL inh: human PREPL enzyme inhibition; Q4J6C6; recombinant PREPL, fluorescence polarization activity-based probe; inhibition, % at 5.96 µM; 320,000 compounds, 0.68% hits; AID 2751; in the data active = inhibition above about 43%;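 also: 0% = enzyme with DMSO and 100% = wells lacking enzyme; many of its hits are not listed in these tables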
pPAFAH inh: inhibitors of human plasma PAF acetylhydrolase (pPAFAH); recombinant pPAFAH, FP-rhodamine probe fluorescence polarization; inhibition, % at 3.39 µM; 330,000 compounds, 1.5% hits; AID 463082;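 active = inhibition above the mean inhibition across the screen plus 3 SD, cut at about 25% in these data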;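 also: inhibitors block binding of the rhodamine activity-based probe so polarization drops; 0% = enzyme with DMSO and 100% = wells lacking pPAFAH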
LYPLA1 inh: blocks human lysophospholipase 1, a PME1 counter-screen; O75608; recombinant LYPLA1, FP-Rh probe fluorescence polarization; inhibition, % at 5.9 µM; 320,000 compounds, 0.16% hits; AID 2174;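 active = inhibition above the mean of all tested compounds plus 3 SD, set per campaign, cut at about 14% in these data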;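 also: inhibitors block serine hydrolase probe labeling of LYPLA1 so polarization falls; 0% = enzyme with DMSO and 100% = wells lacking LYPLA1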
GSTO1 counter: counter-screen for RBBP9 inhibitors: inhibitors of human GSTO1; P78417; recombinant GSTO1, activity-based probe fluorescence polarization; inhibition, % at 5.96 µM; 300,000 compounds, 1.1% hits; AID 1974;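 active = inhibition above the campaign mean inhibition plus 3 SD, cut at about 35% in these data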;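 also: 0% = GSTO1-1 with DMSO and 100% = wells lacking GSTO1-1 enzyme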
Target sequence (P78417 whole entry, looked up): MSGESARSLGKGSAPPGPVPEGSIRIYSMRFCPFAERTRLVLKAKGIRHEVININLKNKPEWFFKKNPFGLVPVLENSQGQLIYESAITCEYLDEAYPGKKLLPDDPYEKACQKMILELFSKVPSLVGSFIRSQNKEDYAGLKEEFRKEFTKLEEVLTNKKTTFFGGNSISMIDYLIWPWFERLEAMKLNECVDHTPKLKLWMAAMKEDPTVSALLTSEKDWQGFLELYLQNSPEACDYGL
PAD4 inh: PAD4 (human) enzyme inhibition; AID 485272; 330,000 compounds, 0.41% hits; inhibition, % at 6.36 µM; recombinant PAD4, RCA probe fluorescence polarization; Q9UM07;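 active = percent inhibition above a cutoff equal to the mean of all tested compounds plus 3 SD, cut at about 15% in these data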;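 also: 0% = PAD4 with RCA probe and DMSO and 100% = probe without PAD4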
PME-1 primary: PME-1 (human) inhibition. Q9Y570. recombinant PME-1, FP-Rh probe fluorescence polarization. inhibition, % at 5.9 µM. 320,000 compounds, 0.53% hits;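 active = inhibition above the campaign mean of all compounds plus 3 SD, cut at about 26% in these data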;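 also: competitive labeling of PME-1 active site by serine hydrolase directed probe; 0% = PME-1 with DMSO and 100% = wells lacking PME-1 enzyme; inhibitors block probe labeling so polarization falls and inhibition rises; many of its hits are not listed in these tables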
LYPLA2 inh: blocks human lysophospholipase 2, a PME1 counter-screen; O95372; recombinant LYPLA2, FP-Rh probe fluorescence polarization; inhibition, % at 5.9 µM; 320,000 compounds, 0.38% hits;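 active = inhibition above the screen-wide mean plus 3 SD, limit set per campaign, cut at about 26% in these data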;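 also: 0% = LYPLA2 with DMSO and 100% = wells lacking LYPLA2 enzyme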
Target sequence (O95372 whole entry, looked up): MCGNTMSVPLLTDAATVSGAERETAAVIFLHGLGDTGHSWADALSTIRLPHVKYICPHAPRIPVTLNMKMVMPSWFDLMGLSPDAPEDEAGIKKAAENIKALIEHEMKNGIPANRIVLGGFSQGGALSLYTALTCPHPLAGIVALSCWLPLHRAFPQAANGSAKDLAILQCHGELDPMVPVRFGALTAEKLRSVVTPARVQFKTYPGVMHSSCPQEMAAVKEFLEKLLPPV
PAFAH1B3 inh: inhibitors of human PAFAH1B3; recombinant PAFAH1B3, FP-rhodamine probe, fluorescence polarization; AID 492972; inhibition, % at 3.39 µM; 340,000 compounds, 0.28% hits;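 active = inhibition above the screen-wide average of all tested compounds plus 3 SD, cut at about 25% in these data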;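 also: 0% = enzyme with DMSO only and 100% = wells lacking PAFAH1B3 protein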
Target sequence (Q15102 whole entry, looked up): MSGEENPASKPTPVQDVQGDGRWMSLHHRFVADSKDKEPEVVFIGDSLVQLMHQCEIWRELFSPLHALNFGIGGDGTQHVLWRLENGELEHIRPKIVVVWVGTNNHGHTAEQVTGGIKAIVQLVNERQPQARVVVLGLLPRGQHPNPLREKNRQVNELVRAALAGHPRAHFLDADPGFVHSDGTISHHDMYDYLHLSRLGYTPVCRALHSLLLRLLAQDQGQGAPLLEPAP
PAFAH1B2 FP inh: PAFAH1B2 (human) inhibition; P68402; recombinant PAFAH1B2, FP-rhodamine activity probe, fluorescence polarization; inhibition, % at 3.39 µM; 340,000 compounds, 1.2% hits; AID 492953;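 active = inhibition above the mean of all tested compounds plus 3 SD, cut at about 24% in these data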;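 also: 0% = enzyme with DMSO and 100% = wells lacking PAFAH1B2; many of its hits are not listed in these tables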
Target sequence (P68402 whole entry, looked up): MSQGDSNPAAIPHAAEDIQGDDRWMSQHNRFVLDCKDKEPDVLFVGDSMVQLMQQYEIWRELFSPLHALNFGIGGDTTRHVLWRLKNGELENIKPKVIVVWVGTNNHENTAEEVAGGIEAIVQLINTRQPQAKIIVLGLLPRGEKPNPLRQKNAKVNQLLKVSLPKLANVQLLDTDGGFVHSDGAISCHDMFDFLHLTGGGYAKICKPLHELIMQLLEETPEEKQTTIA
* = called active by the depositor; x = no result given; & = joins results of further samples.

SMILES	PREPL inh	pPAFAH inh	LYPLA1 inh	GSTO1 counter	PAD4 inh	PME-1 primary	LYPLA2 inh	PAFAH1B3 inh	PAFAH1B2 FP inh
CC(C)CCN1CCN(Cc2cccc(-n3cccn3)c2)CC1CCO (configuration not stated)	10	3	-4	6	3	-1	5	6	2
CC1(C)Oc2ccc(C(=O)NC3CCCC3)cc2N(CC(=O)NC2CCCC2)C1=O	13	-8	1	-5	-5	-9	8	5	3
CNC(=O)CC1C(=O)N(c2ccc(Cl)cc2)C(=S)N1NC(=O)c1cccc(F)c1 (configuration not stated)	-1	2	-2	-1	-2	5	-1	2	5
NCCCC[C@@H]1NC(=O)c2cc([N+](=O)[O-])cc(I)c2SC[C@@H](C(=O)NCC(N)=O)NC(=O)CNC1=O	19	-2	0	21	-4	-8	3	0	-6
COc1cccc(CC(=O)N2CCCC(CO)(Cc3ccc(F)cc3F)C2)c1 (configuration not stated)	-1	-5	1	0	-6	-6	2	9	2
Cc1ccccc1N1CCN(C2CCCN(C(=O)CCc3c(C)noc3C)C2)CC1 (configuration not stated)	22	-1	-1	4	-5	-3	-3	1	-3
CN(C)C(=O)C1C2NC(=S)N(c3cccc(Cl)c3)C1(C)Oc1ccc(Cl)cc12 (configuration not stated)	28	1	0	10	-2	4	-1	8	-5
N/C(=N\OC(=O)c1ccco1)c1ccccc1	-10	-3	0	-4	2	0	2	5	4
CCOC(=O)c1cccc(C2=CC(=O)C[C@H](c3ccc(OC)cc3)C2)c1	-53	6	3	x	-3	7	17	2	4
COc1ccc(N(CC(=O)NCCOc2ccccc2)S(=O)(=O)c2ccc(C)cc2)cc1	-17	3	-2	2	-2	-4	-2	3	0
Cc1ccc2cc3cc(C(=O)N4CCN(C(=O)c5ccco5)CC4)sc3nc2c1	6	10	-4	-11	-3	-2	11	2	2
Cc1cc(C)c2cc(CN(CC3CCCO3)C(=S)NCc3ccco3)c(=O)[nH]c2c1 (configuration not stated)	7	8	-5	-4	2	4	-3	x	x
O=C(NNc1cccc(Cl)n1)c1ccccc1CC[N+](=O)[O-]	-3	1	1	5	-2	5	-3	-1	0
O=C(NNS(=O)(=O)c1ccc([N+](=O)[O-])cc1)C1CCCCC1	-1	-3	-1	0	4	-3	3	2	4
CN(C)C(=O)N1CCCC(C(=O)NCCc2ccccc2)C1 (configuration not stated)	-1	4	-1	-1	0	-2	4	3	-4
CC(NCC(O)COc1ccc2ccccc2c1)c1ccccc1 (configuration not stated)	-20	-4	-1	0	1	2	2	5	-1
Cc1ccc(S(=O)(=O)NCCSc2nnc(N)s2)cc1	0	-5	0	2	-3	-8	-5	-7	0
CCCS(=O)(=O)N1CCN(CC2CC3C=CC2C3)CC1 (configuration not stated)	5	-7	0	-5	-4	-7	-5	8	0
COc1ccc(NC(=O)CSc2n[nH]c(-c3ccccc3)n2)cc1S(N)(=O)=O	3	1	-4	x	-4	3	1	4	3
Cc1csc(N/N=C/c2ccccc2F)n1	22	-3	2	2	-8	1	2	3	5

Some of the entries above in another layout:
N/C(=N\OC(=O)c1ccco1)c1ccccc1
- PREPL inh: -10
- pPAFAH inh: -3
- LYPLA1 inh: 0
- GSTO1 counter: -4
- PAD4 inh: 2
- PME-1 primary: 0
- LYPLA2 inh: 2
- PAFAH1B3 inh: 5
- PAFAH1B2 FP inh: 4
CCOC(=O)c1cccc(C2=CC(=O)C[C@H](c3ccc(OC)cc3)C2)c1
- PREPL inh: -53
- pPAFAH inh: 6
- LYPLA1 inh: 3
- GSTO1 counter: x
- PAD4 inh: -3
- PME-1 primary: 7
- LYPLA2 inh: 17
- PAFAH1B3 inh: 2
- PAFAH1B2 FP inh: 4
COc1ccc(N(CC(=O)NCCOc2ccccc2)S(=O)(=O)c2ccc(C)cc2)cc1
- PREPL inh: -17
- pPAFAH inh: 3
- LYPLA1 inh: -2
- GSTO1 counter: 2
- PAD4 inh: -2
- PME-1 primary: -4
- LYPLA2 inh: -2
- PAFAH1B3 inh: 3
- PAFAH1B2 FP inh: 0
Cc1ccc2cc3cc(C(=O)N4CCN(C(=O)c5ccco5)CC4)sc3nc2c1
- PREPL inh: 6
- pPAFAH inh: 10
- LYPLA1 inh: -4
- GSTO1 counter: -11
- PAD4 inh: -3
- PME-1 primary: -2
- LYPLA2 inh: 11
- PAFAH1B3 inh: 2
- PAFAH1B2 FP inh: 2

(listing goes on)
SMILES	PREPL inh	pPAFAH inh	LYPLA1 inh	GSTO1 counter	PAD4 inh	PME-1 primary	LYPLA2 inh	PAFAH1B3 inh	PAFAH1B2 FP inh
Nc1c(C(=O)OCC(=O)Nc2ccc(Cl)cc2[N+](=O)[O-])[nH]c(=O)[nH]c1=O	7	33*	1	29	-12	3	4	2	1
O=C(COC(=O)c1ccc(S(=O)(=O)NCc2ccco2)cc1)Nc1ccccc1OC(F)F	2	17	-1	-1	-5	-4	4	6	4
COc1ccc(OC)c(NC(=O)CSc2nc3ccccc3c(=O)n2CC2CCCO2)c1 (configuration not stated)	-9	6	-4	-17	0	-3	-2	5	2
CCOC(=O)C1(CC2CC2)CCN(Cc2ccc3cccc(F)c3n2)CC1	27	3	-1	-1	0	-4	-4	2	4
Cc1ccc(S(=O)(=O)N2CCC(C(=O)OCC(=O)N(C)C3CCCCC3)CC2)cc1C	-10	11	0	-4	3	6	1	8	3
CCCCNC(=O)C1(c2ccc(OC)cc2)CCOCC1	3	-6	2	6	26*	2	-5	4	0
C=CCN(c1ccccc1OC)S(=O)(=O)c1cccc(C(=O)OCC(=O)c2c[nH]c3ccccc23)c1	-20	-12	-39	-14	-4	-67	-67	-62	-31
O=C(Nc1cccnc1)c1cc(-c2ccc(Cl)c(Cl)c2)on1	10	-5	-8	-8	-4	-8	1	-6	-5
O=C(COC(=O)c1n[nH]c(=O)c2ccccc12)Nc1ccccc1F	-6	1	x	x	-2	x	x	3	2
CC(=O)C1C(=O)C=C(c2cccs2)CC1c1ccccc1 (configuration not stated)	-14	4	1	7	0	3	0	x	x
N#Cc1c(-c2ccccc2)nc(SCc2cccc(Cl)c2)[nH]c1=O	-1	17	-3	-13	-7	-2	-4	-1	4
CC1CC(C)CN(S(=O)(=O)c2ccc(NC(=O)c3ccc(=O)[nH]c3)cc2)C1 (configuration not stated)	1	-5	-8	x	1	-2	-10	-1	0
COc1cc(C2C=C(C34CC5CC(CC(C5)C3)C4)NC(=S)N2)cc(OC)c1OC (configuration not stated)	12	-1	-3	-8	-6	4	0	-4	19
COc1cccc(NC(=O)COC(=O)CCC2CCCC2)c1	15	28*	1	x	0	-2	2	0	5
O=C(NC1CCSc2ccccc21)c1cccc([N+](=O)[O-])c1 (configuration not stated)	7	4	-3	6	3	6	-1	5	-5
COc1cc(NC(=O)CSc2nccc(=O)[nH]2)c(C)cc1[N+](=O)[O-]	-1	3	4	3	-3	-2	-3	11	-2
O=C1c2ccccc2C(=O)N1CCCc1nc(-c2ccccn2)no1	-1	5	-2	1	1	-7	0	3	1
O=C(Nc1cccc2nsnc12)c1cccs1	-6&6	5&-2	-1&-1	3&5	-3&-1	-3&-4	5&12	6&3	1&3
O=C(N1CCOCC1)N1c2ccccc2Sc2ccccc21	6	4	3	5	2	-4	2	-3	6
COc1cc2ccccc2cc1C(=O)Nc1ccc(N2CCN(C)CC2)cc1	19	5	4	6	-4	10	6	10	5
COc1ccc(-c2noc3c2-c2nc(-c4ccccc4C)sc2CC3)cc1	0	-3	-4	1	-3	-8	-9	x	x
CCOc1ccc(NC(=O)CNS(=O)(=O)c2c(C)cc(C)cc2C)cc1	0	5	-4	2	3	4	3	-4	1
O=C1c2ccc(Cl)cc2S(=O)(=O)c2cccc(C(=O)N3CCC(Cc4ccccc4)CC3)c21	20	5	1	x	4	17	6	2	13
Cn1c(N)c(C(c2ccccc2)c2c(N)n(C)c(=O)n(C)c2=O)c(=O)n(C)c1=O	9	-1	-2	0	3	-3	1	6	1
CC(C(=O)Nc1ccc(S(=O)(=O)N2CCOCC2)cc1)N1CCN(c2ccccn2)CC1 (configuration not stated)	8	2	2	9	1	6	3	4	0
CCOc1ccccc1N1CCN(C(=O)c2cc(-c3cccnc3)nc3c(Cl)cccc23)CC1	-8	4	-4	-1	2	-2	-7	-7	-1
CC(C)Cc1nnc(NC(=O)C2CCN(C(=O)c3ccc(F)cc3)CC2)s1	3	9	2	1	3	0	6	8	4
CCN(CC)CCCN=Cc1c(O)n(Cc2ccccc2)c(=O)c2ccccc12	15	2	0	2	1	-2	-3	7	-2
CCOc1ccc(Nc2nc(-c3cccnc3)cs2)cc1	0	3	4	2	2	4	0	9	4
CC(C)(C)OC(=O)C[C@@H]1C/C=C\C[C@@H](CC(=O)NCCO)C(=O)NC[C@@H](c2ccccc2)OC1=O	-3	-1	x	x	-3	x	x	6	11
CC(=O)N1CCN(c2ccccc2NC(=O)c2ccco2)CC1	20	1	2	0	1	2	4	5	3
COc1cccc(C(=O)NC2(C(F)(F)F)N=C3SCCN3C2=O)c1 (configuration not stated)	-10	3	-2	-7	-3	-5	-1	6	6
O=C1CCC(C(=O)N2CCSCC2)CN1CCc1ccccc1 (configuration not stated)	18	2	0	6	0	2	4	8	0
COc1ccccc1N1C(=O)CC(Sc2ncccc2C(=O)O)C1=O (configuration not stated)	0	6	0	-6	-6	-1	-1	-3	8
CN1CCN(CC#CCC(O)(c2ccccc2)C2CCCC2)CC1 (configuration not stated)	-11	-2	1	10	3	0	2	4	1
O=C(NN=C1c2ccccc2-c2ccccc21)c1cccc(Br)c1	-7	-2	4	-3	-7	-7	0	2	-6
COc1ccccc1C(=O)NC(=O)COC(=O)c1oc2ccccc2c1C	1	5	-4	x	-1	-2	-4	14	8
CCn1c(=O)c2cc(C(=O)Nc3ccccc3OC)sc2c2ccccc21	-6	-2	-4	-5	-3	-19	-2	3	0
O=C(c1cc(Cl)ccc1F)N1CCCC(Nc2ccc3c(c2)OCCO3)C1 (configuration not stated)	11	7	3	14	4	10	2	3	2
CCCn1c(N)c(N(CCOC)C(=O)CSCC(=O)Nc2cccc(C)c2)c(=O)[nH]c1=O	0	6	0	7	-2	-1	-3	7	5

Ordered by molar mass (lowest first): 6 of the compounds above
SMILES	PREPL inh	pPAFAH inh	LYPLA1 inh	GSTO1 counter	PAD4 inh	PME-1 primary	LYPLA2 inh	PAFAH1B3 inh	PAFAH1B2 FP inh
CN1CCN(CC#CCC(O)(c2ccccc2)C2CCCC2)CC1 (configuration not stated)	-11	-2	1	10	3	0	2	4	1
CC(C)Cc1nnc(NC(=O)C2CCN(C(=O)c3ccc(F)cc3)CC2)s1	3	9	2	1	3	0	6	8	4
O=C(c1cc(Cl)ccc1F)N1CCCC(Nc2ccc3c(c2)OCCO3)C1 (configuration not stated)	11	7	3	14	4	10	2	3	2
CCN(CC)CCCN=Cc1c(O)n(Cc2ccccc2)c(=O)c2ccccc12	15	2	0	2	1	-2	-3	7	-2
CCCn1c(N)c(N(CCOC)C(=O)CSCC(=O)Nc2cccc(C)c2)c(=O)[nH]c1=O	0	6	0	7	-2	-1	-3	7	5
CCOc1ccccc1N1CCN(C(=O)c2cc(-c3cccnc3)nc3c(Cl)cccc23)CC1	-8	4	-4	-1	2	-2	-7	-7	-1

Bioassay records: PubChem BioAssay, The Scripps Research Institute Molecular Screening Center

Some of the compounds tested (hit frequency here may not be typical).
